KAT2A inh: GCN5L2 (KAT2A) acetyltransferase inhibition. AID 504327. GCN5L2 HAT assay, ThioGlo1 CoA-SH fluorescence. Q92830. Potency, µM (doses to about 58.9 µM), for the others: top-dose activity change, negative = inhibition, hits mostly inhibitors. hit rate 0.21% among 390,000
Target sequence (Q92830 whole entry, looked up): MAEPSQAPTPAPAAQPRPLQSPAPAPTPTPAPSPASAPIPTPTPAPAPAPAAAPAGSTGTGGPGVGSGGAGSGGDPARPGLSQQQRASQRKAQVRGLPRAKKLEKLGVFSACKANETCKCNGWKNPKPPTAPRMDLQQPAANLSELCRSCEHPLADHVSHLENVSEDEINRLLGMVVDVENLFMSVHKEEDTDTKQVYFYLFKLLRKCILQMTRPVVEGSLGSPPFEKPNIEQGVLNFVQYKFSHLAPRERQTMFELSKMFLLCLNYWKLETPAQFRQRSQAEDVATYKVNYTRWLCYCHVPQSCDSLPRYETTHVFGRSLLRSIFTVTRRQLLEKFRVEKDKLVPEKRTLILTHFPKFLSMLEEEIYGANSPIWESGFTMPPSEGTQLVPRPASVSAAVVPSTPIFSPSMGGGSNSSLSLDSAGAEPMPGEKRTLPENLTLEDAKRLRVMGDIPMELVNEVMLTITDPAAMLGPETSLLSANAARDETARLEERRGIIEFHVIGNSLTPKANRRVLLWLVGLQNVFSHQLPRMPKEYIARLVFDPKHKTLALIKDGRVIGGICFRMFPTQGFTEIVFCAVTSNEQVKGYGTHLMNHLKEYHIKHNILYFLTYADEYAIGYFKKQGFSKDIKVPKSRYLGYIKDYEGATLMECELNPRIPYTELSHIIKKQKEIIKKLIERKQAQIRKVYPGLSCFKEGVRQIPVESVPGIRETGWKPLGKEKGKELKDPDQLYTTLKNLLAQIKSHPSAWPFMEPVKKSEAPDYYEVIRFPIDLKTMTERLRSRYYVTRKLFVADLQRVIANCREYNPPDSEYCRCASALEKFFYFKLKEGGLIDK
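GCN5L2 (20nM final) in 50mM HEPES, 0.1mM EDTA pH 7.5, 0.01% Tween-20 was preincubated 15 min at room temperature with compound, then given ThioGlo1 (50uM), H3(1-25) peptide (75uM) and acetyl-CoA (70uM); CoA-thiol fluorescence (Ex340/Em540) was read at 0 and 20 min.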
TDP1 cell noCPT: qHTS for Inhibitors of human tyrosyl-DNA phosphodiesterase 1 (TDP1): qHTS in cells in absence of CPT | DT40 Tdp1-/- hTDP1 cells, no CPT, ATP luminescence, 48 h | Potency, µM (doses to about 46.2 µM), for the others: at the top dose activity change, negative = growth inhibition, hits mostly inhibitors | hit rate 15% among 420,000 | AID 686978, 2013; further: nearly all actives have a fitted effect of over 55% in size
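Growth of hTDP1-complemented DT40 Tdp1-knockout cells is measured by ATP luminescence after at least 48 hr compound exposure at 37 °C, with DMSO substituting for the 20 nM CPT used in the parallel screen.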
DT40 TDP1 CPT: DT40-hTDP1 cell growth loss with CPT. AID 686979. hit rate 12% among 420,000. Potency, µM (top dose mostly 46.2 µM), inactives show top-dose activity change, negative = growth inhibition, actives largely listed as inhibitors. chicken DT40 Tdp1-/-;hTDP1 cells + 20 nM CPT, ATP luminescence, 48 h; further: nearly all actives have a fitted effect of over 55% in size
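Chicken DT40 Tdp1-/- cells stably complemented with human TDP1 were seeded at 400 cells/well in medium containing 20 nM camptothecin, exposed to pin-transferred compounds, and grown at 37 °C for at least 48 hr. Viability was read as ATP luminescence.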
Numbers without * were called inactive. The call rests on the fitted dose curve; in most records, active means well fitted curve in the direction sought with a large enough effect; inconclusive means small, poorly fitted or top-dose-only effect, or another doubt; inactive means no such curve, though single readings can be large; an effect the other way counts as inactive or inconclusive. On the % scale 0 is the no-effect control and ±100 the full control effect; potency means the concentration at half of the fitted maximal effect.

Results for CNC1C(O)C(O)C(CO)O[C@H]1OC1C(O[C@@H]2C(O)C(O)[C@@H](N=C(N)N)C(O)C2N=C(N)N)OC(C)[C@]1(O)C=O (some centres undefined) ?
KAT2A inh: 5.3%; TDP1 cell noCPT: -10.3%; DT40 TDP1 CPT: -1.4%

What do the screens show for `CCOc1ccccc1CN1CCNC(=O)C1CC(=O)NCCC1=CCCCC1` (centres undefined)?
KAT2A inh: -5.1%; TDP1 cell noCPT: 1.2%; DT40 TDP1 CPT: inconclusive

How did CCOC(=O)C1CCCN(C(=O)CCCOc2cc(=O)n(C)c3ccccc23)C1 (centres undefined) do in these assays?
KAT2A inh: 1.5%; TDP1 cell noCPT: inconclusive; DT40 TDP1 CPT: -20.7%

Results for CCSc1nnc(NC(=O)C(C)Sc2nc3ccccc3[nH]2)s1 (centres undefined) ?
KAT2A inh: -3.4%; TDP1 cell noCPT: inconclusive; DT40 TDP1 CPT: inconclusive

What do the screens show for `COc1ccc(-c2cc(C(=O)Nc3cc(OC)c(OC)c(OC)c3)[nH]n2)c(C)c1`?
TDP1 cell noCPT: 11.6µM*; DT40 TDP1 CPT: 23.1µM*

What do the screens show for `COc1ccc2c(c1OC)C(=O)N1c3ccccc3C(=O)N(c3ccc(F)cc3)C21` (centres undefined)?
KAT2A inh: -1.2%; TDP1 cell noCPT: 11.6µM*; DT40 TDP1 CPT: inconclusive

What do the screens show for `Cc1cc(F)ccc1S(=O)(=O)N1CCCOC1CNC(=O)C(=O)NCCC1=CCCCC1` (centres undefined)?
KAT2A inh: -2.2%; TDP1 cell noCPT: inconclusive; DT40 TDP1 CPT: inconclusive

How did COc1ccc(OC)c(NC(=O)CCN2CCN(CCO)CC2)c1 do in these assays?
KAT2A inh: -2.8%; TDP1 cell noCPT: 0.9%; DT40 TDP1 CPT: 8.7%

How did Cn1c(=O)c2c(nc(Oc3cccc(Br)c3)n2C)n(C)c1=O do in these assays?
KAT2A inh: -3.1%; TDP1 cell noCPT: -7.7%; DT40 TDP1 CPT: -17.5%

Results for CC(C)N1CCC(C)(C(=O)Nc2cccc3c2CCCC3)C1 (centres undefined) ?
TDP1 cell noCPT: -22.7%; DT40 TDP1 CPT: -14.6%

How did CC(=O)NC(CC(=O)OCC(=O)Nc1ccc2c(c1)OCO2)c1ccccc1 (centres undefined) do in these assays?
KAT2A inh: -3.3%; TDP1 cell noCPT: 5.5%; DT40 TDP1 CPT: 4.2%

What do the screens show for `Cc1cccc(C(=O)NCCNC(=O)c2cccnc2)c1`?
KAT2A inh: 1.4%; TDP1 cell noCPT: 3.6%; DT40 TDP1 CPT: -1.9%

How did CCOC(=O)/C=C/C(=O)OCc1csc(CC(=O)Nc2ccccc2C)n1 do in these assays?
KAT2A inh: -7.7%; TDP1 cell noCPT: 9.3%; DT40 TDP1 CPT: -28.8%

What do the screens show for `COc1ccc(-c2nn(-c3ccccc3)cc2CNCc2cccnc2)c(F)c1`?
KAT2A inh: -3.5%; TDP1 cell noCPT: -27.3%; DT40 TDP1 CPT: inconclusive

What do the screens show for `COc1ccc(CCN2CCC(CNC(=O)c3cnn(-c4cccc(Cl)c4)c3C3CCN(C(=O)OC(C)(C)C)CC3)CC2)cc1`?
KAT2A inh: -1.4%; TDP1 cell noCPT: 8.2µM*; DT40 TDP1 CPT: 8.2µM*

Results for O=c1c2ccccc2[nH]c(=S)n1CCCn1ccnc1 ?
KAT2A inh: -0.6%; TDP1 cell noCPT: 12.3%; DT40 TDP1 CPT: -3.1%

How did CCOc1ccc(NC(=O)CN2CCc3ccccc3C2)cc1 do in these assays?
KAT2A inh: -7.0%; TDP1 cell noCPT: 12.0%; DT40 TDP1 CPT: 5.4%

What do the screens show for `COc1cc(NS(=O)(=O)c2ccc(NC(=O)c3ccc(F)cc3)cc2)ncn1`?
KAT2A inh: -4.4%; TDP1 cell noCPT: 3.5%; DT40 TDP1 CPT: -11.1%

What do the screens show for `Nc1nc(SCC(=O)Nc2ccc(OCc3ccccc3)cc2)n[nH]1`?
KAT2A inh: -6.3%; TDP1 cell noCPT: inconclusive; DT40 TDP1 CPT: -23.7%

What do the screens show for `O=C(c1ccc(F)c(S(=O)(=O)N2CCOCC2)c1)N(CCc1ccccc1)Cc1ccccc1`?
KAT2A inh: -1.6%; TDP1 cell noCPT: inconclusive; DT40 TDP1 CPT: 14.6µM*

Grouped by structure, the entries above with an NH in an aromatic ring.
Results for CCSc1nnc(NC(=O)C(C)Sc2nc3ccccc3[nH]2)s1 (centres undefined) ?
KAT2A inh: -3.4%; TDP1 cell noCPT: inconclusive; DT40 TDP1 CPT: inconclusive

What do the screens show for `COc1ccc(-c2cc(C(=O)Nc3cc(OC)c(OC)c(OC)c3)[nH]n2)c(C)c1`?
TDP1 cell noCPT: 11.6µM*; DT40 TDP1 CPT: 23.1µM*

Results for O=c1c2ccccc2[nH]c(=S)n1CCCn1ccnc1 ?
KAT2A inh: -0.6%; TDP1 cell noCPT: 12.3%; DT40 TDP1 CPT: -3.1%

What do the screens show for `Nc1nc(SCC(=O)Nc2ccc(OCc3ccccc3)cc2)n[nH]1`?
KAT2A inh: -6.3%; TDP1 cell noCPT: inconclusive; DT40 TDP1 CPT: -23.7%

Continuation:
What do the screens show for `Cc1cccc(N2C(=O)CS/C2=N\NC(=O)c2ccc(Cl)cc2)c1C`?
KAT2A inh: -1.7%; TDP1 cell noCPT: -20.9%; DT40 TDP1 CPT: -7.2%

What do the screens show for `Cc1ccc(NC(=O)NC(=O)c2ccccc2)cc1F`?
KAT2A inh: -9.1%; TDP1 cell noCPT: -4.1%; DT40 TDP1 CPT: -13.6%

What do the screens show for `CC(C)CN(C#N)c1nc(N2CCOCC2)nc(N2CCOCC2)n1`?
KAT2A inh: -1.4%; TDP1 cell noCPT: 11.6µM*; DT40 TDP1 CPT: 11.6µM*

What do the screens show for `Cc1ccc(-c2cc(C(=O)Nc3cc(C)on3)c3ccccc3n2)c(C)c1`?
KAT2A inh: -8.4%; TDP1 cell noCPT: inconclusive; DT40 TDP1 CPT: inconclusive

Results for C=CCC[C@@H](Cc1ccc(F)cc1)C(=O)OC[C@H](Cc1c[nH]c2ccccc12)NC(=O)[C@@H](CC=C)CC(=O)N[C@@H](CO)Cc1ccccc1 ?
KAT2A inh: -4.9%; TDP1 cell noCPT: inconclusive; DT40 TDP1 CPT: 20.6µM*

Results for CCN(CCCNC(=O)c1c(C)oc2ncn(CC(C)C)c(=O)c12)Cc1ccccc1 ?
KAT2A inh: 1.3%; TDP1 cell noCPT: -17.9%; DT40 TDP1 CPT: 0.2%

How did O=C(NCCc1ccc(F)cc1)c1n[nH]c2ccccc12 do in these assays?
KAT2A inh: -7.5%; TDP1 cell noCPT: -12.6%; DT40 TDP1 CPT: 13.4%

Results for COc1ccc(-c2cn3cc(C)ccc3n2)cc1OC ?
KAT2A inh: inconclusive; TDP1 cell noCPT: inconclusive; DT40 TDP1 CPT: 0.2%

Results for CCCCNC(=O)CSc1nc2c(sc(=S)n2-c2cc(Cl)ccc2OC)c(=O)[nH]1 ?
KAT2A inh: 1.1%; TDP1 cell noCPT: 25.0%; DT40 TDP1 CPT: -8.5%

How did CCc1cccc(OCCCCNCCCOC)c1 do in these assays?
KAT2A inh: -2.8%; TDP1 cell noCPT: -16.3%; DT40 TDP1 CPT: 24.2%

How did O=S(=O)(c1ccccc1)c1nc(-c2ccco2)oc1SCc1ccc(F)cc1 do in these assays?
KAT2A inh: -6.5%; TDP1 cell noCPT: inconclusive; DT40 TDP1 CPT: -16.7%

What do the screens show for `c1ccc(Cc2noc(CN3CCN(Cc4ccc5c(c4)OCO5)CC3)n2)cc1`?
KAT2A inh: -2.4%; TDP1 cell noCPT: -10.4%; DT40 TDP1 CPT: 1.2%

How did Cc1cc(S(=O)(=O)N2CCOCC2)ccc1OCC(=O)Nc1ccc(Br)cc1F do in these assays?
KAT2A inh: 0.4%; TDP1 cell noCPT: 1.1%; DT40 TDP1 CPT: 9.3%

How did C[C@H]1CN([C@@H](C)CO)S(=O)(=O)c2ccc(Br)cc2O[C@H]1CN(C)Cc1ccccc1 do in these assays?
TDP1 cell noCPT: inconclusive; DT40 TDP1 CPT: inconclusive

What do the screens show for `CC1CCC(C(C)C)C(OP(=O)(c2ccccc2)C(O)c2ccncc2)C1` (centres undefined)?
KAT2A inh: -0.3%; TDP1 cell noCPT: 3.7%; DT40 TDP1 CPT: inconclusive

What do the screens show for `CCC(C(=O)Nc1ccccc1)n1nc(-c2cc(C)ccc2C)ccc1=O` (centres undefined)?
KAT2A inh: -3.8%; TDP1 cell noCPT: -29.0%; DT40 TDP1 CPT: inconclusive

How did CC(C)Oc1ccc(S(=O)(=O)N2CCCCC2)cc1NC(=O)CN1C(=O)NC2(CCCC2)C1=O do in these assays?
KAT2A inh: -22.6%; TDP1 cell noCPT: -22.1%; DT40 TDP1 CPT: 1.7%

Results for Cc1cc(NC(=O)c2ccccc2)c(Cl)cc1N ?
KAT2A inh: 7.7%; TDP1 cell noCPT: -6.2%; DT40 TDP1 CPT: -25.0%

What do the screens show for `O=C(CSc1nnc(Nc2ccccc2)s1)NN1C(=O)NC2(CCCCC2)C1=O`?
KAT2A inh: 4.9%; TDP1 cell noCPT: -22.9%; DT40 TDP1 CPT: -24.9%

What do the screens show for `CCN1C(=O)c2ccccc2S(=O)c2ccc(C(=O)N3CCN(c4cccc(Cl)c4)CC3)cc21` (centres undefined)?
KAT2A inh: -6.1%; TDP1 cell noCPT: 18.4µM*; DT40 TDP1 CPT: inconclusive

What do the screens show for `CCC1(C2=CCCCC2)C(=O)NC(=O)N=C1N` (centres undefined)?
TDP1 cell noCPT: -13.3%; DT40 TDP1 CPT: -14.1%

What do the screens show for `O=C(NCc1cccs1)C1Cc2c(-c3ccccc3Oc3ccccc3)ccnc2O1` (centres undefined)?
TDP1 cell noCPT: inconclusive; DT40 TDP1 CPT: inconclusive

How did O=C(Cc1ccccc1)OCC(=O)c1cccc([N+](=O)[O-])c1 do in these assays?
KAT2A inh: -2.8%; TDP1 cell noCPT: 1.2%; DT40 TDP1 CPT: -3.5%

Results for O=C(COc1cccc(Cl)c1)Nc1ccc(N2CCOCC2)cc1 ?
KAT2A inh: 0.1%; TDP1 cell noCPT: inconclusive; DT40 TDP1 CPT: -21.6%

Results for C=CCN1C(=O)c2ccccc2NC1c1cc(Br)cs1 (centres undefined) ?
KAT2A inh: -3.3%; TDP1 cell noCPT: -15.0%; DT40 TDP1 CPT: -24.8%

How did Cc1cccn2c(=O)c3cc(C(=O)NCCC4=CCCCC4)n(C)c3nc12 do in these assays?
KAT2A inh: -0.8%; TDP1 cell noCPT: inconclusive; DT40 TDP1 CPT: inconclusive

How did CN(C)c1nc(C#N)nc(N2CCOCC2)n1 do in these assays?
KAT2A inh: -13.4%; TDP1 cell noCPT: inconclusive; DT40 TDP1 CPT: inconclusive

What do the screens show for `COc1cc(C(=O)N/C(=C\c2cn(C)c3ccccc23)C(=O)N2CCN(C)CC2)cc(OC)c1OC`?
KAT2A inh: -12.3%; TDP1 cell noCPT: -0.1%; DT40 TDP1 CPT: -3.0%

How did CN(Cc1ccccc1)C(=O)CCS(=O)(=O)c1cc2c(cc1Cl)NC(=O)CO2 do in these assays?
KAT2A inh: -1.6%; TDP1 cell noCPT: -14.0%; DT40 TDP1 CPT: 0.9%

Results for CCN(CC)CCCNC(=O)c1cnc(SC)nc1-c1ccccc1 ?
KAT2A inh: 0.4%; TDP1 cell noCPT: 3.2%; DT40 TDP1 CPT: -2.7%

How did COCCNC(=O)C(c1ccc(C)cc1)N(Cc1cccs1)C(=O)CCC(=O)Nc1ccccn1 (centres undefined) do in these assays?
KAT2A inh: -5.9%; TDP1 cell noCPT: -19.6%; DT40 TDP1 CPT: 0.0%

What do the screens show for `COc1cc2cc(C#N)c(SCC(=O)Nc3cc(C)on3)nc2cc1OC`?
KAT2A inh: -3.4%; TDP1 cell noCPT: -22.8%; DT40 TDP1 CPT: -24.7%

Results for CCn1c(Cc2ccc(OC)cc2)nnc1SCC(=O)Nc1cccc(C(=O)OC)c1 ?
KAT2A inh: 0.0%; TDP1 cell noCPT: inconclusive; DT40 TDP1 CPT: -4.6%

Results for CCN(CC)C(=O)C1=C(C)N(Cc2ccc(C(C)(C)C)cc2)C(=O)C(CC(=O)NCCN2CCOCC2)C1 (centres undefined) ?
TDP1 cell noCPT: -26.4%; DT40 TDP1 CPT: -24.6%

Results for Cc1ccc(-c2csc(N3CCN(CCCn4c(C(F)(F)F)nc5ccccc54)CC3)n2)cc1 ?
KAT2A inh: -6.1%; TDP1 cell noCPT: 14.6µM*; DT40 TDP1 CPT: 20.6µM*

Screening results from PubChem.

These rows are one share of the data. The share of hits here may be higher or lower than overall.
